Bioassay records deposited in PubChem BioAssay by National Center for Advancing Translational Sciences (NCATS).
KB-V1 MDR tox: kills drug-selected multidrug resistant KB-V1 cells; 400,000 tested, 3.4% active; Potency, µM (highest dose often 46.1 µM), for the others: at the highest dose activity change, negative = cytotoxicity, hits mostly cytotoxic; KB-V1 MDR cells viability, CellTiter-Glo, 72 h; note: potency is the fitted concentration of half-maximal effect; % is set by controls: 0 for no effect and ±100 for the full control effect; nearly all actives have a fitted effect of over 60% in size
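Cytotoxicity via CellTiter-Glo luminescence after 72 h compound exposure at 37 degrees C. Cells: drug-selected KB-V1 line, DMEM phenol-red free plus 10% FBS. Compounds tested at multiple concentrations; normalized data fitted to concentration-effect curves.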
IL1B secr inh: inhibitors of inflammasome signaling (IL-1 beta secretion); AID 743279; activity change, % at 57.5 µM; 360,000 tested, 4.7% active; THP-1 LPS/ATP IL-1B secretion, AlphaLISA, 16 h; active compounds read low; in the data active = activity change below about -50%; inconclusive = mostly about -30% to -49%; note: % is set by controls: 0 for no effect and ±100 for the full control effect
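THP-1 cells pretreated 1 hr with compounds (up to 57.5 uM final), then stimulated with LPS (250 ng/mL final) plus ATP (1.25 mM final); secreted IL-1B measured by AlphaLISA after 16 hr, decreased signal indicating inhibition.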
HT1080 IDH1KD tx: HT-1080 IDH1 knockdown cell toxicity (counter line). HT-1080 IDH1 knockdown viability, ATP luminescence, 48 h. Potency, µM (top dose mostly 46.1 µM), without a hit: at the highest dose activity, negative = toxicity, usual class: cytotoxic. 360,000 tested, 2% active. AID 686971;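 note: potency is the fitted concentration of half-maximal effect; 0% = DMSO wells and -100% = cell-free medium wells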
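Knockdown cells (IDH1KD HT-1080) received compounds 2 h after plating at 750 cells/well and were kept 48 h at 37 °C in 5% FBS RPMI. A CellTiter-Glo luminescence read gave % activity for curve fitting.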
KB-3-1 tox: KB-3-1 parental cell cytotoxicity | KB-3-1 viability, CellTiter-Glo ATP luminescence, 72 h | Potency, µM (top dose mostly 46.1 µM), for inactives: at the top dose activity change, negative = cytotoxic, most hits filed as cytotoxic | 400,000 tested, 1.4% active | AID 1347075; note: potency is the fitted concentration of half-maximal effect; % is set by controls: 0 for no effect and ±100 for the full control effect; nearly all actives have a fitted effect of over 60% in size
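Cytotoxicity in the drug-sensitive parental line KB-3-1 was scored as loss of CellTiter-Glo luminescence following 72 h incubation with compound. Values come from curve fitting of normalized concentration-response data.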
HT1080-NT tox: kills 2HG-producing HT-1080-NT fibrosarcoma cells; HT-1080-NT fibrosarcoma viability, CellTiter-Glo ATP luminescence, 48 h; Potency, µM (series often up to 46.1 µM), for the others: top-dose activity, negative = less viability, most hits filed as cytotoxic; 360,000 tested, 1.6% active; AID 686970;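 note: NT is the 2HG producing partner of a matched IDH1 knockdown line; potency is the fitted concentration of half-maximal effect; 0% = DMSO-treated cells and -100% = media-only wells without cells; nearly all actives have a fitted effect of over 55% in size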
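A 48-hour cytotoxicity screen used HT-1080-NT cells plated 2 hours before compound delivery. ATP-based CellTiter-Glo luminescence measured viability, normalized to DMSO and no-cell controls.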
D3 ag: D3 dopamine receptor (human) agonism; P35462; D3R DiscoveRx beta-arrestin cells, luminescence, 90 min; max activation, %; 410,000 tested, 0.58% active; in the data active = max activation above about 30%; note: 0% is about no effect; mostly tested at two doses, the higher about 12 µM
Target sequence (P35462 whole entry, looked up): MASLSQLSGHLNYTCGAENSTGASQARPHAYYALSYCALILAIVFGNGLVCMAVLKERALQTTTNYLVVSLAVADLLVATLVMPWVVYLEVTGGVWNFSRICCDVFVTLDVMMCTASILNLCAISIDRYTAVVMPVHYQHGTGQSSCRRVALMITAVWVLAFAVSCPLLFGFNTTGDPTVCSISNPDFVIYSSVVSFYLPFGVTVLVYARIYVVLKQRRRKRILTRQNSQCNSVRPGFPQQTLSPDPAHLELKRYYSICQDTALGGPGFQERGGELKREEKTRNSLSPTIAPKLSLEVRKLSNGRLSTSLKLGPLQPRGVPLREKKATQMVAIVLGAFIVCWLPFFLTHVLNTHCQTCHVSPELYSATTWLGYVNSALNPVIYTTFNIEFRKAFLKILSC
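Agonist-mode cell screen: cells plated at 1500/well and incubated overnight at 37 °C, then exposed to library compounds for 90 min at 37 °C. Detection reagent was added for 30–60 min at room temperature, and luminescence was read.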
GLP1R cytotox: cytotoxic in the GLP-1 receptor inverse agonist counter-screen; HEK293 cAMP-luciferase reporter cells, luminescence, 24 h; Potency, µM (doses to about 38.3 µM), for inactives: top-dose activity change, negative = inhibition, actives largely listed as inhibitors; 410,000 tested, 0.13% active; AID 624418;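 note: loss of luciferase light is scored as toxicity; potency is the fitted concentration of half-maximal effect; % is set by controls: 0 for no effect and ±100 for the full control effect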
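A 23 nL compound transfer followed 12 hours of cell culture at 37 deg C; exposure then lasted 24 hr. Luciferase assay detection reagent was dispensed and plates read for luminescence after a 12 min room-temperature wait.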
SW480 rereplic: induces DNA re-replication in SW480 colon adenocarcinoma cells | SW480 DNA re-replication, Hoechst DNA content imaging, 48 h | Potency, µM (top dose mostly 46.1 µM), inactives show top-dose re-replication activation, most hits filed as activators | 340,000 tested, 1.8% active | AID 624297; note: potency is the fitted concentration of half-maximal effect; % of control where 0% means no effect; nearly all actives have a fitted effect of over 55% in size
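Image-based read-out: total Hoechst fluorescence of nuclei (405 nm excitation, 500-530 nm emission), with hits raising the fraction of high-intensity nuclei. SW480 colon cells incubated 48 hr with compounds at 37 C.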
MCF10A rerep: induces DNA re-replication in MCF 10a normal breast cells; MCF 10A DNA re-replication, Hoechst nuclear intensity, 48 h; Potency, µM (series often up to 46.1 µM), for inactives: top-dose activity, positive = re-replication, most hits filed as activators; 350,000 tested, 2.9% active; AID 624296; note: potency is the fitted concentration of half-maximal effect; % of control where 0% means no effect; nearly all actives have a fitted effect of over 50% in size
The depositor's hits bear a star; ? = inconclusive; nt = no result given; [ ] = another dose, or the depositor's remark. Unless noted, calls come from the whole dose curve; as a rule, active = well fitted curve in the direction sought with a large enough effect; inconclusive = small, poorly fitted or top-dose-only effect, or another doubt; inactive = no such curve, though single readings can be large; an effect the other way counts as inactive or inconclusive.

Results follow in this order: KB-3-1 tox	MCF10A rerep	SW480 rereplic	IL1B secr inh	D3 ag	HT1080 IDH1KD tx	HT1080-NT tox	GLP1R cytotox	KB-V1 MDR tox
#1 CC(C)(C)c1cc2nc(NCCOc3ccccc3)ccn2n1
    0%	nt	nt	10	6	-18%	-19%	5%	0%
#2 COc1ccc2c(=O)c3c(=O)n(Cc4ccco4)c(-c4cc(OC)c(OC)c(OC)c4)nc3oc2c1
    -4%	?	-10%	52	-9	9%	14%	3%	-23%
#3 CCOC(=O)c1ccc(NC(=O)Nc2ncccc2C)cc1
    -2%	2%	-106%[1.84 µM]	-26	5	9%	8%	15%	13%
#4 O=S1(=O)CC(O)C(NCc2cccnc2)C1 (stereo unspecified)
    -11%	5.2µM*	2.1µM*	-4	-12	3%	8%	7%	-2%
#5 O=C(O)c1cc(C(F)(F)F)nc2c(C(F)(F)F)cccc12
    -5%	-43%[inhibitor]	-11%	25	5	-8%	-11%	-18%	-17%
#6 NC(=O)CCC(NC(=O)c1ccc(Cl)cc1)C(=O)NCCc1ccc2c(c1)OCCO2 (stereo unspecified)
    0%	1%	-2%	2	-3	0%	-10%	3%	12%
#7 O=C(COc1ccccc1)Nc1nnc(SCc2cc(=O)c3ccccc3[nH]2)s1
    7%	nt	nt	nt	14	nt	nt	-12%	0%
#8 CC(C)[C@H](NC(=O)c1ccccc1F)C(=O)Nc1ccc2c(c1)OCO2
    15%	17%	3%	-10	-3	3%	-1%	-20%	5%
#9 COc1ccc(OCC(=O)N2CCc3c([nH]c4ccccc34)C2c2ccccn2)cc1 (stereo unspecified)
    -1%	-2%	-4%	-17	3	-2%	-3%	-8%	-5%
#10 COc1cc(C(=O)N2C[C@H]3CC[C@H]2C3)ccc1OC1CCN(C(C)=O)CC1
    -7%	1%	-13%	25	3	1%	6%	21%	-8%
#11 Cc1sc(NC(=O)CN2CCN(c3ccccn3)CC2)c(C#N)c1C
    6%	1%	8%	-7	1	-3%	-8%	42%[activator]	-12%
#12 COc1ccc(CCN=C(N)NS(=O)(=O)c2ccc(C)cc2)cc1
    12%	-4%	nt	-7	-1	-15%	1%	68%[activator]	-39%
#13 CC1(C2CCCC2)NC(=O)NC1=O (stereo unspecified)
    -2%	0%	-2%	26	-5	1%	3%	18%	-1%
#14 COc1cc(NS(=O)(=O)c2cn(C)cn2)cc(OC)c1
    3%	1%	-9%	2	0	-1%	10%	0%	13%
#15 Cc1c(C(=O)NCc2cccnc2)oc2ccc(S(=O)(=O)N3CCCC(C)C3)cc12 (stereo unspecified)
    ?	13%	-4%	24	3	?	-28%	-17%	-3%
#16 Cc1cc(=O)oc(C)c1C(=O)Nc1cccnc1Cl
    5%	0%	-12%	-6	3	8%	8%	-1%	1%
#17 O=C(c1ccc2c(c1)OCCO2)N1CCN(Cc2c(F)cccc2Cl)CC1
    -15%	2%	0%	-20	-4	-4%	0%	-5%	-5%
#18 COc1ccc(/C=C2/SC(=O)N(CC(=O)Nc3cc(C)on3)C2=O)cc1OC
    12%	4%	-7%	0	-2	4%	3%	11%	?
#19 COc1ccc(CCNC(=O)c2ccc(NC(=O)CC3SC(N4CCCCC4)=NC3=O)cc2)cc1 (stereo unspecified)
    -1%	-1%	-10%	-8	-3	0%	-3%	-12%	-17%
#20 Cc1ccn2cc(-c3cnoc3C)nc2c1
    1%	0%	-5%[9.22 µM]	-11	-3	-1%	4%	4%	-4%
#21 CC(CN1CCCCC1)OC(=O)CCc1ccccc1 (stereo unspecified)
    ?	22%	4%	-4	-12	10%	2%	-17%	0%
#22 CC(C)(C)OC(=O)NCc1ccc(CNC(=O)c2nc[nH]c2C(=O)N2CCN(C(=O)OC(C)(C)C)CC2)cc1
    ?	24%	-1%	18	43*	2%	-3%	-18%	-5%
#23 CCC/C(O)=C1\C(=O)CCCC1=NCCc1c(C)[nH]c2ccccc12
    1%	8%	-17%	10	3	0%	1%	15%	5%
#24 CN(Cc1ccc(Cl)c(Cl)c1)C(C(=O)NCc1ccccc1)c1ccc(C(F)(F)F)cc1 (stereo unspecified)
    ?	nt	nt	-13	-3	?	?	-12%	?
#25 COc1ccc(-c2cc(C(F)(F)F)nc(SCC(=O)NCCc3ccccc3)n2)cc1OC
    -5%	nt	nt	nt	3	nt	nt	-10%	-23%
#26 CN1CCN(C(=O)CN(c2cc(C(F)(F)F)ccc2Cl)S(C)(=O)=O)CC1
    1%	18%	-3%	5	-6	26%	0%	-19%	3%
#27 COC(=O)[C@@]12C[C@@H](CC(=O)N3CCSCC3)C(=O)N(Cc3ccccc3)C1=CCC(C)(C)C2
    -10%	nt	nt	-11	5	0%	5%	-6%	?
#28 Cc1ccccc1C(=O)N(C)[C@H]1C[C@H]2c3[nH]c4ccccc4c3CCN2C[C@H]1[C@H](C)O
    0%	nt	nt	0	3	0%	-2%	5%	9%
#29 CCOC(=O)NCc1ccccc1
    0%	-31%[inhibitor]	?	9	-13	-3%	2%	0%	-1%
#30 O=C(O)c1ccc(-c2nc(-c3ccccc3)c(-c3cccs3)[nH]2)cc1
    8%	1%	0%	32	-1	10%	10%	-3%	22%

Part of the list above in order of SMILES length, rising.
Results follow in this order: KB-3-1 tox	MCF10A rerep	SW480 rereplic	IL1B secr inh	D3 ag	HT1080 IDH1KD tx	HT1080-NT tox	GLP1R cytotox	KB-V1 MDR tox
#29 CCOC(=O)NCc1ccccc1
    0%	-31%[inhibitor]	?	9	-13	-3%	2%	0%	-1%
#20 Cc1ccn2cc(-c3cnoc3C)nc2c1
    1%	0%	-5%[9.22 µM]	-11	-3	-1%	4%	4%	-4%
#21 CC(CN1CCCCC1)OC(=O)CCc1ccccc1 (stereo unspecified)
    ?	22%	4%	-4	-12	10%	2%	-17%	0%
#23 CCC/C(O)=C1\C(=O)CCCC1=NCCc1c(C)[nH]c2ccccc12
    1%	8%	-17%	10	3	0%	1%	15%	5%
#30 O=C(O)c1ccc(-c2nc(-c3ccccc3)c(-c3cccs3)[nH]2)cc1
    8%	1%	0%	32	-1	10%	10%	-3%	22%
#26 CN1CCN(C(=O)CN(c2cc(C(F)(F)F)ccc2Cl)S(C)(=O)=O)CC1
    1%	18%	-3%	5	-6	26%	0%	-19%	3%
#25 COc1ccc(-c2cc(C(F)(F)F)nc(SCC(=O)NCCc3ccccc3)n2)cc1OC
    -5%	nt	nt	nt	3	nt	nt	-10%	-23%
#19 COc1ccc(CCNC(=O)c2ccc(NC(=O)CC3SC(N4CCCCC4)=NC3=O)cc2)cc1 (stereo unspecified)
    -1%	-1%	-10%	-8	-3	0%	-3%	-12%	-17%
#28 Cc1ccccc1C(=O)N(C)[C@H]1C[C@H]2c3[nH]c4ccccc4c3CCN2C[C@H]1[C@H](C)O
    0%	nt	nt	0	3	0%	-2%	5%	9%
#22 CC(C)(C)OC(=O)NCc1ccc(CNC(=O)c2nc[nH]c2C(=O)N2CCN(C(=O)OC(C)(C)C)CC2)cc1
    ?	24%	-1%	18	43*	2%	-3%	-18%	-5%

Next structures
Results follow in this order: KB-3-1 tox	MCF10A rerep	SW480 rereplic	IL1B secr inh	D3 ag	HT1080 IDH1KD tx	HT1080-NT tox	GLP1R cytotox	KB-V1 MDR tox
#31 CC(=O)c1cccc(NC(=S)NCCc2ccc(Cl)cc2)c1
    ?	14%	0%	-92*	-25	0%	-3%	-25%	18µM*
#32 O=C1CN(C(=O)N[C@@H](Cc2ccccc2)C(=O)N[C@H](Cc2ccccc2)C(=O)O)c2ccccc2N1
    0%	-10%	-18%	17	3	7%	5%	-7%	-9%
#33 O=C(Nc1c(-c2ccc(F)cc2)nc2ccccn12)c1ccc(F)cc1
    -5%	-3%	-3%	?	0	-5%	-6%	-11%	0%
#34 COCCOc1ccc(C(F)(F)F)cc1NC(=O)COC(=O)c1ccc(N2CCCC2=O)cc1
    -2%	1%	-4%	10	11	-8%	-2%	7%	14%
#35 O=C1CNc2ccc(C(=O)N3CCN(c4ccccn4)CC3)cc2N1
    8%	2%	0%	16	3	-1%	-2%	5%	7%
#36 COC(=O)COc1cccc(NC(=O)c2ccc(C)cc2)c1
    2%	0%	-6%	-3	0	1%	5%	0%	7%
#37 Cc1ccccc1NC(=O)Cc1nc(COC(=O)c2ccc(Cl)c(S(N)(=O)=O)c2)cs1
    1%	3%	-3%	-11	-13	9%	-1%	-2%	-8%
#38 CC(C)(C)c1ccc(C(=O)Nc2ccc(S(=O)(=O)Nc3cnc4ccccc4n3)cc2)cc1
    0%	?	11%	16	-1	?	?	-13%	5%
#39 CCN(CC)c1ccc(NC(=O)CCCCC(=O)Nc2ccc(N(CC)CC)cc2)cc1
    2%	7%	-4%	65	4	4%	-2%	-4%	-15%
#40 COc1cc(C(C)=O)ccc1OCC(=O)OCC(=O)c1cc(C)n(CC2CCCO2)c1C (stereo unspecified)
    1%	6%	-9%	-3	1	4%	0%	-3%	0%
#41 O=C(CSc1nc(-c2ccccc2)c(-c2ccccc2)o1)NCCCO
    19%	21%	-3%	24	-12	-3%	-1%	11%	16%
#42 CC(=O)Nc1ccc(S(=O)(=O)N2CCCC2C(=O)Nc2ccc(F)cc2)cc1 (stereo unspecified)
    -8%	0%	-39%[inhibitor]	-6	2	11%	18%	2%	-16%
#43 Cc1cccc(NS(=O)(=O)c2ccc(C(=O)NCC3CCCO3)cc2)c1C (stereo unspecified)
    -13%	-6%	0%	27	1	6%	9%	3%	-13%
#44 C/C(=N\NC(=O)CNc1cccc(Cl)c1C)c1cccs1
    16%	20%	18µM*	-17	6	9%	2%	-7%	0%
#45 COCCN(C(=O)CNC(=O)c1ccco1)C(C(=O)NC1CCCC1)c1ccc(OC)cc1 (stereo unspecified)
    11%	-1%	-4%	31	4	10%	8%	0%	-4%
